Screens deposited in PubChem by National Center for Advancing Translational Sciences (NCATS).
Nrf2 activator = activators of Nrf2 (ARE) signaling | AREc32 ARE-luciferase reporter (MCF7-derived line), luminescence, 24 h | Potency, µM (titrated, usually from 46.1 µM), for inactives: at the highest dose activation, usual class: activators | 410,000 compounds, 0.31% hits | AID 624171; further: potency means the concentration at half of the fitted maximal effect; % of control where 0% means no effect; nearly all actives have a fitted effect of over 65% in size
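Quantitative high-throughput format: AREc32 reporter cells, 1000 per well, received compound by pin transfer and were incubated 24 hr at 37 deg C, 5% CO2, before Steady-Glo luminescence detection.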
Nrf2 inh = Nrf2 pathway inhibition; A549 ARE-Fluc reporter, luciferase luminescence, 18-24 h; Potency, µM (highest dose often 46 µM), inactives show top-dose activity change, negative = inhibition, most hits filed as inhibitors; 360,000 compounds, 2.1% hits; AID 504444; further: potency means the concentration at half of the fitted maximal effect; on the % scale 0 is the no-effect control and ±100 the full control effect; nearly all actives have a fitted effect of over 60% in size
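A549 ARE_Fluc cells, 5000/well, 5% FBS OPTI-MEM; compounds in dose-response, 18-24 h at 37 °C/5% CO2; CellTiter-Fluor viability read (Ex 405/Em 525), then BugLite luciferase luminescence = Nrf2 activity.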
TGFb inhibitor = TGF-b pathway inhibition. Potency, µM (doses to about 46.1 µM), for the others: top-dose activity, negative = inhibition, usual class: inhibitors. HepG2 CAGA-GFP TGF-b/SMAD3 reporter, GFP fluorescence, 18 h; TGF-beta stimulated, 500 pg/mL final. 410,000 compounds, 1.2% hits. AID 588855; further: potency means the concentration at half of the fitted maximal effect; on the % scale 0 is the no-effect control and ±100 the full control effect; nearly all actives have a fitted effect of over 65% in size
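HEPG2 CAGA-GFP reporter cells (1000/well, DMEM with 1% FBS) received compounds, then recombinant TGF-beta at 500 pg/mL final for 18 hours at 37 degrees C. Per-cell GFP summed per well was normalised to unstimulated and stimulated DMSO controls before curve fitting.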
ATXN2 expr inh = ATXN2 expression inhibition; HEK-293 ATXN2-luciferase reporter, luminescence, 24 h; Potency, µM (series often up to 57 µM), for inactives: at the highest dose activity change, negative = inhibition, hits mostly inhibitors; 360,000 compounds, 0.72% hits; AID 1745845; further: potency means the concentration at half of the fitted maximal effect; on the % scale 0 is the no-effect control and ±100 the full control effect; nearly all actives have a fitted effect of over 55% in size
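ATXN2-luciferase reporter cells (luciferase flanked by upstream and downstream ATXN2 gene portions) were treated 24 h at 37 °C with compounds at up to 57 uM. SteadyGlo luminescence gave expression; GF-AFC fluorescence gave viability.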
IL-2 act = IL-2 activation | 360,000 compounds, 0.065% hits | AID 652025 | IL-2 activation reporter assay, cell-based qHTS; stimulated with anti-CD3/CD4/CD28 beads; in transgenic mouse T cells | activation, % (series mostly up to about 46 µM); in the data active means activation above about 50%; inconclusive means mostly about 30% to 49%; further: 0% is about no effect
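Unstimulated transgenic mouse T cells, 750 per well, received compound and, after 60 minutes, anti-CD3/anti-CD4 bead plus anti-CD28 stimulation. EGFP and DsRed were quantified after 18 hours.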
HepG2 tox = kills HepG2 cells in TGF-b inhibitor counter-screen; HepG2 CAGA-GFP viability, ATP luminescence, 18 h; Potency, µM (highest dose often 46.1 µM), without a hit: top-dose activity change, negative = cytotoxicity, most hits filed as cytotoxic; 410,000 compounds, 0.76% hits; AID 588856; further: potency means the concentration at half of the fitted maximal effect; some results filed as inactive show a strong effect at the top dose
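HepG2 CAGA-GFP cells (1000/well, DMEM with 1% FBS) received compound, then TGF-beta at 500 pg/mL final, and were incubated 18 hours at 37 degrees C. Viability was read by CellTiter-Glo luminescence. Media-only wells were set as complete cell-killing and DMSO as no toxicity.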
EPAC2 ag = agonists of human EPAC2 (RAPGEF4); EPAC2 activation, biochemical qHTS; response scale: 100% = 6.5 mM cAMP response; Potency, µM (series often up to 154 µM), without a hit: top-dose activation, usual class: activators; 360,000 compounds, 0.079% hits; further: potency means the concentration at half of the fitted maximal effect; nearly all actives have a fitted effect of over 50% in size
Target sequence (Q8WZA2 whole entry, looked up): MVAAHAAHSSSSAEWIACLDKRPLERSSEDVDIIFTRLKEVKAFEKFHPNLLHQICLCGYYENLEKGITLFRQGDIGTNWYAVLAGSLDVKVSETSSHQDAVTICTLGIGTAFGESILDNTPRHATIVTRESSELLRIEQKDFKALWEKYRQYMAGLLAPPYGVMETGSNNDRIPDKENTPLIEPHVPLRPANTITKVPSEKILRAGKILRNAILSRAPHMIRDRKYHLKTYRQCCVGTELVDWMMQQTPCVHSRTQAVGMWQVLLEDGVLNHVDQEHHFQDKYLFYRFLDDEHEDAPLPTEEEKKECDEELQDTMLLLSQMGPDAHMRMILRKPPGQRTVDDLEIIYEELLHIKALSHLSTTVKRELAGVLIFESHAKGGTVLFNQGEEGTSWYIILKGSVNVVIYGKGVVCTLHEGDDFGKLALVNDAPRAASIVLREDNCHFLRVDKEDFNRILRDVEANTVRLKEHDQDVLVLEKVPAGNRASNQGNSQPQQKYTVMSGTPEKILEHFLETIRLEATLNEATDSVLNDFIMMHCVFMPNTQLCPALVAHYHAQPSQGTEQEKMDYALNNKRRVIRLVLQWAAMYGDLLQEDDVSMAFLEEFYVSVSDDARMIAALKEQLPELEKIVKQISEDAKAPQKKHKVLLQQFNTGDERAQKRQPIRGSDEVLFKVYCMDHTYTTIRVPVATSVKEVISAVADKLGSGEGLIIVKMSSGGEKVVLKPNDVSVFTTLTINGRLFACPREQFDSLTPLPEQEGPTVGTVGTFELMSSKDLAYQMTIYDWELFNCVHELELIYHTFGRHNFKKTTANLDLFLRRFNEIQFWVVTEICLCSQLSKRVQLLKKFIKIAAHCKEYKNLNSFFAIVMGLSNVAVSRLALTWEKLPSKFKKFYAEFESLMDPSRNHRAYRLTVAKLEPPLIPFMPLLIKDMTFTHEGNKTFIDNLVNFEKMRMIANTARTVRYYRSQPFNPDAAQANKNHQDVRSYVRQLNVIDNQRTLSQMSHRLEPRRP
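EPAC2 (100 nM) mixed with Rap1B loaded with BODIPY-GDP (250 nM) plus 50 uM unlabeled GDP; compounds pinned in, 5 min RT, then read every 5 min for 30 min (ex 480, em 540 nm). Normalized to cAMP control.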
A549 tox = kills or reduces viability of A549 cells in Nrf2 counter-screen. 390,000 compounds, 0.16% hits. A549 ARE-Fluc cells, CellTiter-Fluor viability, 18-24 h. Potency, µM (titrated, usually from 46 µM), for inactives: at the top dose activity change, negative = cytotoxicity, most hits filed as inhibitors. AID 504648; further: potency means the concentration at half of the fitted maximal effect; on the % scale 0 is the no-effect control and ±100 the full control effect
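Cytotoxicity counterscreen: CellTiter-Fluor fluorescence was measured in A549 ARE_Fluc cells after 18-24 h of compound exposure in a concentration series. The subsequent BugLite luminescent read reports ARE-luciferase activity.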
ATXN viability = viability counter-screen for ATXN expression inhibitors; Potency, µM (series often up to 56.7 µM), actives largely listed as cytotoxic; S2 cells (HEK-293 line with an ATXN2-luciferase reporter) viability, CellTiter-Fluor protease fluorescence, 24 h; 400,000 compounds, 0.49% hits; further: potency means the concentration at half of the fitted maximal effect; nearly all actives have a fitted effect of over 40% in size
* marks the source's active call; other numbers are inactive results; i = inactive; ? = inconclusive; . = not tested or not shown; [ ] = another dose, or the depositor's remark. Unless noted, the call rests on the fitted dose curve; in most records, active means well fitted curve in the direction sought with a large enough effect; inconclusive means small, poorly fitted or top-dose-only effect, or another doubt; inactive means no such curve, though single readings can be large; an effect the other way counts as inactive or inconclusive. The order is random; any-hit rate near 4.3%.

SMILES	Nrf2 activator	Nrf2 inh	TGFb inhibitor	ATXN2 expr inh	IL-2 act	HepG2 tox	EPAC2 ag	A549 tox	ATXN viability
CCOC(=O)NC(CC(=O)O)c1ccc(OC)cc1 (stereo not given)	-0.3%	-3%	-15%	4%	-0.2	14%	11%	-8%	i
Cc1ccc(-c2noc(CC(=O)c3ccc([N+](=O)[O-])cc3)n2)cc1	-0.4%	-3%	-20%	-8%	-4.2	-29%	8%	-2%	i
Cc1ccc(C(=O)C[n+]2ccc(Cc3ccccc3)cc2)cc1	0.2%	21%	4%	?	-6.8	7%	-7%	-4%	?
COCCn1cnnc1SCC(=O)Nc1cccc(S(=O)(=O)N2CCCCCC2)c1	0.0%	1%	12%	11%	-4.2	8%	6%	0%	i
Cc1ccc(C(=O)C2Oc3ccccc3C3CC(c4ccc(C)cc4)=NN23)cc1 (stereo not given)	9.5%	-5%	?	21%	-2.2	2%	2%	0%	?
CCOC(=O)c1sc(-c2ccc(F)cc2)cc1NC(=O)Nc1ccccc1OC	2.4%	-20%	8%	13%	0.4	1%	3%	9%	i
CCOC(=O)C(C)n1ncn2cccc2c1=O (stereo not given)	-0.4%	-1%	19%	3%	0.3	8%	8%	2%	i
O=C(CN1C(=O)CC(c2ccco2)Sc2ccccc21)NCC1CCCO1 (stereo not given)	-0.9%	11%	-2%	1%	1.1	-23%	8%	4%	i
Cc1ccccc1N1C(=O)C(Cl)=C(N2CCCCCC2)C1=O	0.0%	1%	-18%	-5%	0.3	-31%	17%	-22%	?
NC(=O)C1CCN(C(=O)c2ccc(NS(=O)(=O)c3ccc(F)cc3)cc2)CC1	-0.2%	1%	-4%	8%	0.0	-4%	-3%	6%	i
COc1ccccc1CNC(=O)C(=O)c1cn(CC(=O)N2CCCCC2)c2ccccc12	-0.7%	.	1%	.	-0.8	5%	-4%	.	i
CCc1ccc(OC(C)C(=O)N2CCC(c3nc4ccccc4s3)CC2)cc1 (stereo not given)	0.4%	18µM*	?	0%	.	-27%	.	-22%	?
COc1cccc(CN2CCNC(=O)C2CC(=O)NCC(C)(C)N2CCOCC2)c1OC (stereo not given)	-0.4%	5%	28%	5%	-0.3	-2%	1%	15%	i
Cc1ccccc1COC(=O)CCCC1=NS(=O)(=O)c2ccccc2N1	0.3%	25%	13%	0%	-2.0	0%	-6%	0%	i
CCN(C(=O)COC(=O)Cc1c(F)cccc1Cl)c1c(N)n(Cc2ccccc2)c(=O)[nH]c1=O	2.9%	1%	9%	.	0.8	-22%	-7%	4%	i
O=c1c2sc3ccccc3c2n(Cc2ccccc2F)c(=O)n1Cc1ccccc1	-0.2%	2%	7%	-5%	.	0%	.	2%	i
CCOc1ccc(C(=O)NCCN2CCCCC2)c(OCC)c1	-0.9%	-9%	-4%	-4%	-0.6	-32%	-4%	-2%	i
Fc1ccc(Cc2cn3cc(-c4ccccc4)nc3s2)cc1	-3.0%	?	-3%	-26%	.	-31%	.	0%	?
COc1ccc(CNC(=O)C(=O)NCC2OCCN2S(=O)(=O)c2ccc(OC)c(OC)c2)cc1 (stereo not given)	0.1%	-10%	-25%	1%	-2.3	7%	-2%	-1%	i
COc1cc(C(=O)N/N=C/c2cc([N+](=O)[O-])cs2)cc(OC)c1OC	0.5%	0%	-23%	1%	-1.0	-5%	-5%	-7%	i

No new results follow: an excerpt of the list.
SMILES	Nrf2 activator	Nrf2 inh	TGFb inhibitor	ATXN2 expr inh	IL-2 act	HepG2 tox	EPAC2 ag	A549 tox	ATXN viability
COc1ccc(CNC(=O)C(=O)NCC2OCCN2S(=O)(=O)c2ccc(OC)c(OC)c2)cc1 (stereo not given)	0.1%	-10%	-25%	1%	-2.3	7%	-2%	-1%	i
COc1cc(C(=O)N/N=C/c2cc([N+](=O)[O-])cs2)cc(OC)c1OC	0.5%	0%	-23%	1%	-1.0	-5%	-5%	-7%	i

Molecules shown so far containing a nitro group on carbon:
SMILES	Nrf2 activator	Nrf2 inh	TGFb inhibitor	ATXN2 expr inh	IL-2 act	HepG2 tox	EPAC2 ag	A549 tox	ATXN viability
Cc1ccc(-c2noc(CC(=O)c3ccc([N+](=O)[O-])cc3)n2)cc1	-0.4%	-3%	-20%	-8%	-4.2	-29%	8%	-2%	i
COc1cc(C(=O)N/N=C/c2cc([N+](=O)[O-])cs2)cc(OC)c1OC	0.5%	0%	-23%	1%	-1.0	-5%	-5%	-7%	i

Next section.
SMILES	Nrf2 activator	Nrf2 inh	TGFb inhibitor	ATXN2 expr inh	IL-2 act	HepG2 tox	EPAC2 ag	A549 tox	ATXN viability
C1CSC2(N1)C1CC3CC2CC(C1)C31NCCS1 (stereo not given)	-0.3%	1%	-13%	7%	0.6	9%	-3%	-1%	i
O=C(Cn1nc2n(c1=O)-c1ccccc1SC2)N/N=C/c1cccnc1	0.3%	0%	6%	.	1.2	-4%	8%	-4%	i
COc1ccc(NC(=O)N2CCCC2C(=O)NC2CCCC2)cc1 (stereo not given)	-0.7%	-22%	-1%	8%	0.3	9%	3%	1%	i
Cc1cccc(N(C)C(=O)CCS(=O)(=O)c2cccc3nonc23)c1	-0.5%	0%	-16%	38%[activator]	-0.8	1%	2%	-3%	i
COc1cccc(C2CC(=O)Nc3c2c(=O)n(C)c2nc4ccccc4n32)c1 (stereo not given)	-1.6%	?	-14%	10%	.	-21%	.	?	i
CC1(C)Cc2c(sc3ncnc(NN)c23)CO1	-0.6%	2%	?	-9%	0.1	-53%	10%	5%	i
CN(Cc1ccccc1)C(=O)c1[nH]cnc1C(=O)N[C@@H](Cc1ccccc1)C(=O)OCc1ccccc1	1.6%	12%	7%	-8%	-0.5	-18%	0%	0%	i
Cc1cccc(NC(=O)c2ccc(S(=O)(=O)N3CCOCC3)cc2)n1	-0.3%	2%	24%	-6%	-0.7	10%	1%	-2%	i
CCCCN1C(=O)C(C(=O)OCC)CC2=C1CCCC2=O (stereo not given)	-0.8%	6%	-8%	7%	-0.4	2%	-1%	-1%	i
CC(C)c1ccc(OCC(=O)N(Cc2ccco2)C2CCS(=O)(=O)C2)cc1 (stereo not given)	0.0%	-10%	4%	-19%	-1.3	3%	-6%	1%	i
COc1ccc(NC(=O)CSc2nnc(Cn3cnc4ccccc43)n2C)cc1	0.3%	3%	13%	-4%	-0.3	-1%	5%	-1%	i
CCOC(=O)C1=C(O)C(=O)N(c2ccc(S(N)(=O)=O)cc2)C1c1ccc(OC)cc1 (stereo not given)	-0.3%	.	?	0%	-2.3	-2%	1%	-2%	i
CCOC(=O)c1cnc(SCCN2CCOCC2)nc1N	0.9%	18%	?	46%[activator]	2.2	-3%	3%	-2%	i
COC(=O)CSc1nnc(CNS(=O)(=O)c2ccc(Br)cc2)n1C	0.4%	-2%	3%	-9%[11.3 µM]	-5.1	-2%	0%	-2%	i
Cc1ccc(S(=O)(=O)N2CCCCC2)cc1NC(=O)c1ccncc1	-0.2%	-18%	-27%	-4%	-2.4	4%	7%	-1%	i
CCOc1ccc(CC(=O)NCC(=O)NCc2cc(=O)n(C)c(=O)n2C)cc1	0.0%	-4%	11%	-1%	-0.5	0%	7%	-2%	i
O=C(c1ccc2c(c1)N(Cc1cccc(Cl)c1)C(=O)c1ccccc1S2=O)N1CCN(c2cccc(C(F)(F)F)c2)CC1 (stereo not given)	0.8%	.	?	.	.	-22%	.	-6%	.
CCOc1cc(N2CCOCC2)c(OCC)cc1NC(=O)COC(=O)c1cc2ccccc2cc1O	-1.2%	8%	-16%	4%	1.0	-25%	-11%	17%	i
CC1Cc2ccccc2N1C(=O)COC(=O)c1cccc(Br)c1 (stereo not given)	11%	1%	0%	7%	0.0	-1%	10%	-1%	i
CSc1ccc(/C=C(\NC(=O)c2ccccc2)C(=O)NCCN2CCOCC2)cc1	-0.1%	0%	-5%	-1%	0.1	1%	11%	-7%	i
COc1cc(C2=NOC(C(=O)NCc3ccccn3)C2)cc(OC)c1OC (stereo not given)	0.1%	-5%	-1%	9%	-1.5	-3%	-2%	-3%	i
COC(=O)c1ccc(C(NC(=O)OCc2ccccc2)/C(C)=C/[C@@H](C)C(=O)NCc2ccc(OC)c(OC)c2)cc1 (stereo not given in full)	-1.2%	3%	-8%	-9%	-0.6	-5%	17%	12%	i
COc1ccc(NC(=O)CON=CC(=O)Nc2ccc(C)cc2)c(OC)c1	-0.9%	-1%	3%	.	0.8	-11%	10%	3%	.
Cc1nn(-c2ccccc2)c(N2CCCC2)c1/C=N/NC(=O)c1cc(-c2cccnc2)nc2ccccc12	2.3%	?	16%	-13%	-1.2	-43%	11%	-21%	i
COc1ccc(CCCC(=O)NCc2ccccc2)cc1C	-0.1%	6%	-15%	-7%	0.8	-21%	-6%	-8%	?
NC(=O)c1ccc(NC(=O)Cc2csc(-c3ccccc3)n2)cc1	0.6%	-21%	3%	4%	-2.0	-14%	0%	11%	i
COc1ccccc1N1C(=O)C2C(C(=O)c3ccccc3)=NN(c3ccc(C)cc3)C2C1=O (stereo not given)	0.2%	?	-9%	6%	1.2	13%	3%	-18%	i
O=c1cc(-c2ccccc2)c2ccc(O)cc2o1	-0.1%	21%	-2%	14%	0.8	-7%	9%	1%	.
Cc1c(Nc2nc(-c3cccc([N+](=O)[O-])c3)cs2)c(=O)n(-c2ccccc2)n1C	0.3%	-5%	20%	-14%	-2.5	-3%	6%	0%	i
Fc1ccccc1C(c1nnnn1Cc1ccc2c(c1)OCO2)N1CCN(Cc2ccco2)CC1 (stereo not given)	-0.8%	0%	8%	-15%	-2.6	-4%	13%	5%	i
CC1CN=C2C(C(=O)Nc3ccccc3)=C(O)CC(c3ccccc3)N21 (stereo not given)	2.6%	?	-9%	22%	-1.8	-8%	12%	0%	i
COc1ccccc1NC(=O)c1ccccc1SCC(=O)N1CCCC1	0.7%	.	-10%	.	-2.0	-22%	26%	.	i
